NPC1 promoter act: activators of NPC1 promoter | Huh7 NPC1 promoter luciferase reporter, 24 h | Potency, µM (top dose mostly 9.22 µM), for inactives: top-dose activation, hits mostly activators | hit rate 2.4% among 320,000 | AID 485313;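 further: % of control where 0% means no effect; nearly all actives have a fitted effect of over 60% in size; reporter is driven by a mutant NPC1 promoter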
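Luminescence read-out of NPC1 promoter-driven luciferase in stably transfected Huh7 cells; compounds delivered in DMSO and left 24 h at 37C, 5% CO2, qHTS titration format.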
FLuc counter: inhibits or activates purified firefly luciferase, miR-21 counter-screen | purified FLuc, Km substrates, luminescence inhibition | Potency, µM (highest dose often 57.5 µM), for inactives: at the top dose activity change, negative = inhibition, most hits filed as inhibitors | hit rate 6.9% among 360,000;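 further: plate controls were vehicle for no effect and reference inhibitor for full effect; nearly all actives have a fitted effect of over 55% in size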
Target sequence (P08659 whole entry, looked up): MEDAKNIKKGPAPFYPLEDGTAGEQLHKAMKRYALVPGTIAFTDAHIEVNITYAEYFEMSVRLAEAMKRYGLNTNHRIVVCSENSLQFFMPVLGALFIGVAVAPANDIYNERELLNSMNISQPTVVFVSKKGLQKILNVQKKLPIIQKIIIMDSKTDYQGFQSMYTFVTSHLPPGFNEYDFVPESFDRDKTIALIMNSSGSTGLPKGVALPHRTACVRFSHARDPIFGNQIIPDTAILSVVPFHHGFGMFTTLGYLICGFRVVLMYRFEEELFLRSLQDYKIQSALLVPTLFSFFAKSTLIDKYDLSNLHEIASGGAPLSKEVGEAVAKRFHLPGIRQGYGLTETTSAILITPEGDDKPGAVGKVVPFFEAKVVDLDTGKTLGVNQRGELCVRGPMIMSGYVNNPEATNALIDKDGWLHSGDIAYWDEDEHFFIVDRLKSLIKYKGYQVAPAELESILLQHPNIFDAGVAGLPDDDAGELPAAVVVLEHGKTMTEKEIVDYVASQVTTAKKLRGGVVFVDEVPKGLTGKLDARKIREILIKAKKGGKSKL
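Biochemical qHTS of compounds, final roughly 60 µM downward over six points, against 10 nM purified firefly luciferase using Km concentrations of substrates (10 uM D-luciferin, 10 uM ATP) in Tris acetate pH 7.5 buffer; luminescence output.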
VP16 counter: counter-screen for ROR gamma inhibitors: Gal4-VP16 reporter | Drosophila S2 Gal4-VP16 UAS-luciferase, luminescence, 20 h | Potency, µM (doses to about 53.6 µM), without a hit: at the highest dose activity, negative = inhibition, usual class: inhibitors | hit rate 3.5% among 310,000;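 further: Gal4-VP16 expression switched on by copper sulfate through the metallothionein promoter; on the % scale 0 is the no-effect control and ±100 the full control effect; nearly all actives have a fitted effect of over 50% in size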
uPA surface inh: inhibitors of cell surface uPA generation | cell surface uPA generation assay, qHTS | Potency, µM (highest dose often 38.3 µM), for inactives: at the highest dose activity change, negative = inhibition, most hits filed as inhibitors | hit rate 0.31% among 330,000; active means well fitted inhibition curve with a large enough effect; inconclusive means small, poorly fitted or top-dose-only effect; inactive means no such curve, though single readings can be large or run the other way; tested in mouse RAW 264.7 cells; further: on the % scale 0 is the no-effect control and ±100 the full control effect; nearly all actives have a fitted effect of over 55% in size
BRCA1 expr up: BRCA1 expression activation. hit rate 1.1% among 380,000. MCF7-BRCA1-FFLuc reporter, luminescence, 48 h; response scale: scaled: vehicle 0%, 10 µM genistein 100%. Potency, µM (top dose mostly 46.1 µM), for the others: at the highest dose activation, most hits filed as activators; further: nearly all actives have a fitted effect of over 80% in size; some results filed as inactive show a strong effect at the top dose
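Luminescence from a BRCA1-driven firefly luciferase in MCF7 cells was read after 48 h compound exposure at 37 C. Data normalized against DMSO and a 10microM genistein activation control, then curve-fitted across the titration.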
Rab9 promoter act: Rab9 promoter activation. AID 485297. hit rate 2.8% among 320,000. Potency, µM (doses to about 9.22 µM), inactives show at the top dose activation, negative = inhibition, most hits filed as activators. Huh7 Rab9 promoter-luciferase reporter, luminescence, 24 h; further: % of control where 0% means no effect; nearly all actives have a fitted effect of over 60% in size
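Using Huh7 cells stably transfected with Rab9 promoter–luciferase, compounds were incubated 24 h at 37 °C, 5% CO2; luciferase luminescence was read 10 min after reagent addition.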
ELG1 genotoxic: genotoxicity induction in ELG1-luciferase HEK293T cells | hit rate 1.3% among 330,000 | Potency, µM (series often up to 46 µM), without a hit: at the highest dose activity change, positive = activation, hits mostly activators | AID 504466 | HEK293T ELG1-luciferase reporter, luminescence, 16 h; further: % of control where 0% means no effect; nearly all actives have a fitted effect of over 60% in size
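Screening used a luciferase reporter fused to human ELG1 in HEK293T cells. Luminescence was read on a CCD plate imager after 16 hr exposure and 30 min ONE-Glo incubation.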
MBNL1 CUG block: blocks human MBNL1 binding to CUG repeat RNA; Q9NR56; TR-FRET MBNL1-His/biotin-(CUG)12 binding, 665/545 ratio; Potency, µM (doses to about 57.5 µM), without a hit: at the top dose activity change, negative = inhibition, usual class: inhibitors; hit rate 0.036% among 280,000; active means well fitted inhibition curve with a large enough effect in the signal ratio, with a control signal flat, not every such curve was filed as active; inconclusive means small, poorly fitted or top-dose-only effect, or effect the other way, or a change in a side signal; inactive means no such curve, though single readings can be large or run the other way; the % refers to the signal ratio; further: on the % scale 0 is the no-effect control and ±100 the full control effect
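TR-FRET between His-tagged MBNL1 and biotin-(CUG)12 RNA, detected with Tb anti-His antibody (0.055 ng/ul) and streptavidin-XL665 (5 nM), 60 min at room temperature. Compounds titrated 92 nM to 58 uM; 665/545 nm ratio normalized to buffer and complex controls.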
RORg inh: inhibitors of mouse ROR gamma transcriptional activity; P51450; Drosophila S2 Gal4-RORgamma UAS-luciferase reporter, 20 h; Potency, µM (highest dose often 53.6 µM), for the others: at the top dose activity change, negative = inhibition, usual class: inhibitors; hit rate 5.4% among 310,000; further: on the % scale 0 is the no-effect control and ±100 the full control effect; nearly all actives have a fitted effect of over 60% in size
Target sequence (P51450 whole entry, looked up, the tested form may be a part): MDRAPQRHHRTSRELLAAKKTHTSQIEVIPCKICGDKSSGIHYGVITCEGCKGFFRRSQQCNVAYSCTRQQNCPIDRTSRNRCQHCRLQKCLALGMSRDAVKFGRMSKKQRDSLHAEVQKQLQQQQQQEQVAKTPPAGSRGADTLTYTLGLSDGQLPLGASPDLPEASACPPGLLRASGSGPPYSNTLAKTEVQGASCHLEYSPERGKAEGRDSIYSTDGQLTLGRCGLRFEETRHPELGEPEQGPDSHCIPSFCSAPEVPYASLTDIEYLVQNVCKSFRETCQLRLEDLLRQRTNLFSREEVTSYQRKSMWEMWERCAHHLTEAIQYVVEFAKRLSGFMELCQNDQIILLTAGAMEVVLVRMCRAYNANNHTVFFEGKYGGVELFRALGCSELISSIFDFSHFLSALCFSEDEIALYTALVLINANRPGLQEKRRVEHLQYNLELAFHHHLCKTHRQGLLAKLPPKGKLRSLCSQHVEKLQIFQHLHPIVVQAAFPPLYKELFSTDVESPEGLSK
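Compounds are pin-transferred onto Drosophila Schneider cells expressing a copper-inducible Gal4–ROR gamma transactivation domain fusion. After 1 hr, copper sulfate is added to 700 uM final; luciferase is read 20 hr later.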
p53 reactivator: mutant p53 re-activation in reporter cells; H1299 p53-A138V BP100-luciferase reporter, luminescence, 24 h; Potency, µM (titrated, usually from 92.2 µM), for inactives: at the highest dose activity change, positive = activation, usual class: activators; hit rate 0.063% among 320,000; AID 504706; further: % of control where 0% means no effect; nearly all actives have a fitted effect of over 45% in size
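p53-null H1299 cells stably carrying temperature-sensitive p53-A138V and a BP100-luciferase reporter were pinned with compounds (4-point, 1:5 series) and held 24 hrs at 37 deg C. Luminescence was read 10 min after detection reagent.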
Numbers without * were called inactive; ? = inconclusive; / = no result given; [ ] = another dose, or the depositor's remark. Unless noted, the call rests on the fitted dose curve; in most records, active means well fitted curve in the direction sought with a large enough effect; inconclusive means small, poorly fitted or top-dose-only effect, or another doubt; inactive means no such curve, though single readings can be large; an effect the other way counts as inactive or inconclusive. Potency means the concentration at half of the fitted maximal effect.

The opening three entries, ahead of the listing:
SMILES	NPC1 promoter act	FLuc counter	VP16 counter	uPA surface inh	BRCA1 expr up	Rab9 promoter act	ELG1 genotoxic	MBNL1 CUG block	RORg inh	p53 reactivator
NC(=O)CC(NC(=O)c1ccccc1)c1ccc(N2CCC(Br)CC2)c([N+](=O)[O-])c1 (stereo unspecified)	-4%	0%	13µM*	14%	-14%	-17%	-7%	1%	?	0%
COc1ccc(CCC(=O)Nc2ncc(C)s2)cc1	11%	-10%	?	-5%	13%	8%	1%	0%	32%	3%
CC(=O)Nc1ccc(/C(C)=N/NC(=O)CN(c2ccccc2Br)S(C)(=O)=O)cc1	-2%	-2%	-2%	2%	10%	2%	3%	?	24%	0%

The listing (from the top)
SMILES	NPC1 promoter act	FLuc counter	VP16 counter	uPA surface inh	BRCA1 expr up	Rab9 promoter act	ELG1 genotoxic	MBNL1 CUG block	RORg inh	p53 reactivator
NC(=O)CC(NC(=O)c1ccccc1)c1ccc(N2CCC(Br)CC2)c([N+](=O)[O-])c1 (stereo unspecified)	-4%	0%	13µM*	14%	-14%	-17%	-7%	1%	?	0%
COc1ccc(CCC(=O)Nc2ncc(C)s2)cc1	11%	-10%	?	-5%	13%	8%	1%	0%	32%	3%
CC(=O)Nc1ccc(/C(C)=N/NC(=O)CN(c2ccccc2Br)S(C)(=O)=O)cc1	-2%	-2%	-2%	2%	10%	2%	3%	?	24%	0%
COc1ccccc1C(CNC(=O)c1cccc(NS(=O)(=O)c2ccc(Br)cc2)c1)N(C)C (stereo unspecified)	-8%	3%	/	-19%	-33%	-6%	0%	/	/	-9%
Cc1ccc(C(=O)Nc2cccc(C(=O)N3CCOCC3)c2)cc1Cl	27%	9.5µM*	23%	-20%	44%	?	?	-2%	-9%	19%
O=C(Cc1ccc(F)cc1)Oc1ccc(C(=S)N2CCCC2)cc1	-3%	?	1%	1%	-20%	-2%	-1%	1%	14%	0%
CC(C)(C)C(=O)CSc1nc2c(c(-c3cccs3)c1C#N)CCC2	-9%	1%	4%	-1%	-24%	-12%	0%	8%	?	1%
COc1nc(-c2cnccn2)sc1C	5%	2%	-6%	-2%	8%	1%	8%	/	-11%	2%
O=C1c2ccc3c4c(ccc(c24)C(=O)N1NC(=O)C(F)(F)F)CC3	1%	2%	-10%	7%	40%	3%	0%	?	-22%	-1%
COc1ccc(CCn2c(=O)c3cccnc3n(Cc3ccc([N+](=O)[O-])cc3)c2=O)cc1OC	0%	-2%	-3%	6%	7%	0%	-10%	-3%	12%	2%
Cc1nn2c([nH]c(=O)c3ccccc32)c1C=O	-11%	2%	11µM*	/	-4%	3%	0%	-6%	4.5µM*	-14%
CCOC(=O)CSc1nnc(CNc2nc(-c3ccccc3)cs2)n1C	-1%	4%	-6%	3%	-11%	0%	0%	-2%	6%	7%
CCc1nc(N2CCN(S(C)(=O)=O)CC2)c2c3c(sc2n1)CCCC3	-1%	-2%	-14%	-6%	-20%	-4%	-4%	4%	-3%	0%
Cc1cc(C)n(-c2ccc(C(=O)OCC(=O)NCc3ccc(F)cc3)cc2)n1	-5%	0%	-3%	-2%	1%	-5%	1%	1%	-10%	-9%
Cc1cccc2c1N(C)C(=O)C2=O	1%	-7%	7%	-4%	-2%	14%	-2%	?	-26%	11%
Cc1cc(C)c2nc(-n3nc(C)cc3N)cc(C)c2c1	13%	1.2µM*	-2%	-2%	48%	?	?	1%	18%	5%
N#CCCN(C(=O)COC(=O)c1ccc2c(=O)n3c(nc2c1)CCC3)c1ccccc1	7%	-4%	-5%	1%	-9%	8%	-2%	12%	-4%	1%
Cn1c(CNC(=O)c2ccc3c(c2)OCO3)nnc1SCC(=O)Nc1ccccc1Cl	2%	?	-7%	1%	-22%	-9%	6%	-1%	-5%	-2%
CCOc1ccccc1C(=O)NCC(=O)NNC(=O)CN(C)S(=O)(=O)c1ccc(Cl)cc1	-1%	15%	/	-8%	-34%	-6%	3%	/	/	1%
CC(=O)c1sc(N)c(C(=O)OC(C)C)c1C	15%	?	2%	-6%	34%	16%	16%	17%	14%	11%
Cc1ccc(NC(=S)Nc2ccc(OC(F)F)c(Cl)c2)cc1Cl	-1%	-13%	?	0%	-71%	-3%	-10%	-3%	13µM*	13%
O=[N+]([O-])c1ccc(C2Oc3ccccc3C3CC(c4ccccc4)=NN32)s1 (stereo unspecified)	-2%	9.5µM*	?	/	/	20%	?	?	11µM*	?
CSc1nc(-c2ccc(Cl)cc2)c(C#N)c(=O)n1C	-8%	0%	-4%	-7%	-1%	-7%	-2%	3%	-8%	7%
CC1(C)Cc2c(cnn2-c2ccccc2)C(NC(=O)CCCn2cncn2)C1 (stereo unspecified)	-6%	-8%	-2%	1%	-6%	1%	?	0%	2%	11%
CC1Cc2cc(S(=O)(=O)N3CCN(C)CC3)ccc2N1C(=O)C1CC1 (stereo unspecified)	-4%	-1%	-2%	-4%	12%	0%	1%[9.26 µM]	-7%	0%	-2%

Continued.
SMILES	NPC1 promoter act	FLuc counter	VP16 counter	uPA surface inh	BRCA1 expr up	Rab9 promoter act	ELG1 genotoxic	MBNL1 CUG block	RORg inh	p53 reactivator
Cc1ccc(C)c(NC(=S)NNC(=O)c2sccc2C)c1	24%	-10%	-1%	/	42%	2%	0%	8%	?	5%
N#Cc1cccc(C(=O)Nc2ccccc2C(=O)NC2CC2)c1	-2%	-3%	/	0%	6%	-1%	-3%	/	/	-4%
Cc1ccc(C(=O)NCCc2nnc3ccc(SCC(=O)N4CCCCC4)nn23)cc1	10%	-9%	6%	-1%	-6%	16%	-8%	1%	39%	6%
O=C(N/N=C/c1ccccc1[N+](=O)[O-])c1ccc(CN2CCOCC2)cc1	3%	?	4%	-1%	36%	5%	2%	/	23%	21%
Cc1ccc(S(=O)(=O)Nc2ccccc2CNC2CCCCC2)cc1	-1%	-1%	-3%	0%	0%	-2%	-4%	-11%	-15%	5%
COc1ccc(C2CC(c3cccs3)=NN2S(C)(=O)=O)cc1OC (stereo unspecified)	-1%	-6%	-4%	-2%	21%	1%	0%	21%	12%	0%
CC1=C(c2ccc(C)cc2)S(=O)(=O)N(CC(=O)O)C1=O	-3%	-1%	-1%	1%	4%	0%	3%	4%	7%	0%
Cc1ccc(Cl)cc1N1CCN(C(=O)c2noc(C(C)C)c2[N+](=O)[O-])CC1	-38%[inhibitor]	3%	?	?	-9%	-56%[inhibitor]	-6%	0%	-6%	-7%
Cc1ccc(N2CC(C(=O)OCC(=O)c3ccc[nH]3)CC2=O)cc1 (stereo unspecified)	-6%	0%	/	1%	15%	-2%	0%	/	/	1%
Cc1c(C)c2c(OCC(=O)N3CCC(C(=O)NCC(C)C)CC3)cc3c(c2oc1=O)CCC(C)(C)O3	2%	-1%	-6%	0%	6%	1%	0%[9.26 µM]	7%	1%	3%
O=S(=O)(c1ccc(F)cc1)N1CCN(C(=S)NCc2ccccc2)CC1	-3%	1%	13%	1%	-7%	-2%	-5%	-2%	7%	20%
Cc1onc(-c2ccccc2)c1C(=O)NNC(=S)NC(=O)c1ccc(Cl)cc1Cl	-1%	-2%	11µM*	0%	-63%	-5%	-1%	?	4.5µM*	-5%
S=c1[nH]nc(COc2ccccc2)n1/N=C/C=C/c1ccccc1	-3%	-2%	4.5µM*	-2%	1%	1%	-1%	14%	?	-1%
Fc1ccc(N=Cc2ccc[nH]2)cc1	0%	-9%	-3%	1%	-15%	-4%	1%	-3%	-28%	0%
Cc1ccc(Nc2nnc(SC(C)C(=O)NCC3CCCO3)s2)cc1C (stereo unspecified)	0%	15µM*	/	1%	2%	-1%	-2%	/	/	2%
COc1ccc(CCNC(=O)COC(=O)CCC(=O)c2ccc(F)cc2)cc1OC	-2%	-9%	1%	/	16%	2%	2%	-6%	2%	4%
CCOC(=O)c1sc(N=NC2=C(O)CC(C)(C)CC2=O)c(C(=O)OCC)c1C	16%	-1%	-4%	-2%	-16%	?	-1%	5%	-2%	-2%
COc1cccc(OCC(O)CN2CCc3ccccc3C2)c1 (stereo unspecified)	-16%	2%	10%	7%	2%	-2%	-5%	-4%	1%	9%
CC(=O)Oc1ccc(N(C(C)=O)S(=O)(=O)c2cccs2)cc1	0%	-6%	-12%	3%	-1%	1%	-10%	-12%	-7%	-10%
CC(C)C(=O)c1c(C(C)C)nn2ccccc12	0%[46.1 µM]	/	-7%	?	24%	-3%[46.1 µM]	/	/	?	/
CCOc1ccc(/C=N/n2c(C)nc3ccccc3c2=O)cc1	14%	-10%	-6%	-2%	54%	20%	1%	-10%	32%	0%
CCc1ccc(N2CC(C(=O)Nc3cccc(S(=O)(=O)N4CCCC4)c3)CC2=O)cc1 (stereo unspecified)	-1%	-21%	/	3%	-29%	0%	26%	/	/	-1%
Cc1nn(Cc2ccccc2)c(Cl)c1/C=C/C(=O)OCC(=O)N(C)C1CCS(=O)(=O)C1 (stereo unspecified)	2%	2%	-1%	2%	-17%	-4%	1%	8%	8%	1%
Cc1cc(F)ccc1S(=O)(=O)Nc1ncnc2sccc12	3%	-5%	-17%	4%	-10%	1%	1%	/	?	-1%
Cn1c(COc2ccc(Br)cc2)nnc1SC1CCc2ccccc2C1=O (stereo unspecified)	3%	-1%	?	4%	-53%	-7%	-2%	4%	22µM*	6%
COc1ccc(S(=O)(=O)NNC(=O)c2cc3cc4ccccc4nc3s2)cc1	-1%	?	22µM*	4%	40%	5%	-2%	?	?	4%

Compound activity from PubChem BioAssay.
